# UHRF1 MBD2 ctr = UHRF1 methylated DNA binding inhibitors, primary screen, counter-screen for MBD2 inhibitor project, biochemical, TR-FRET, human UHRF1, single concentration. UHRF1 binding to methylated oligo. inhibition, % at 4.4 µM. 370,000 tested, 0.75% active. AID 687016, 2013; in the data active = inhibition above about 21%;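 also: UHRF1 SRA domain binding a hemimethylated CpG hairpin DNA probe; 0% = median of test compound wells and 100% = reference inhibitor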
# Target sequence (Q96T88 whole entry, looked up, the tested form may be a part): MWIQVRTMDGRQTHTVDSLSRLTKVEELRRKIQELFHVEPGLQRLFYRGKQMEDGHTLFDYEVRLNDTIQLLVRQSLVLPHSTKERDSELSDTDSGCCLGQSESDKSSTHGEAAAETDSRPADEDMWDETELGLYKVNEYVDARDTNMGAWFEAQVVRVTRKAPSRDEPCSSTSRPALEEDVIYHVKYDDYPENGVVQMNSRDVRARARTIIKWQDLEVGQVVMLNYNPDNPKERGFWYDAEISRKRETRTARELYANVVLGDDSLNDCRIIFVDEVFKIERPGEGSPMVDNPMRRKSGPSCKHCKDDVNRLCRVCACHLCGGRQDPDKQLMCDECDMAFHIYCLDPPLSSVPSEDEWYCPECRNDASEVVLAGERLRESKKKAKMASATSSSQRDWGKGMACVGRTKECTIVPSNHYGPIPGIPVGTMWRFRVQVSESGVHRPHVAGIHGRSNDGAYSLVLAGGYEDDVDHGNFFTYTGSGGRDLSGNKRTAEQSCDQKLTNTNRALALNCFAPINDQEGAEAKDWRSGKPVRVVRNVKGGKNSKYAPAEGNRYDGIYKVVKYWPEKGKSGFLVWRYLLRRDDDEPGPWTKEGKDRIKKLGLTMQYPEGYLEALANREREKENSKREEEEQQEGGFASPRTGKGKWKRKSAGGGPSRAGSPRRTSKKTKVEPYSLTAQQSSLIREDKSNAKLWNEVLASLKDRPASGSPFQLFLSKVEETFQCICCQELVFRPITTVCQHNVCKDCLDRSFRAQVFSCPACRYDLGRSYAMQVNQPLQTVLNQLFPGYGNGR
# LEDGF integ inh = blockers of LEDGF/p75-dependent integrase strand transfer – biochemical, TR-FRET, high throughput, primary screen; TR-FRET IN-LEDGF/p75 DNA integration, Eu/Cy5; inhibition, % at 3.7 µM; 370,000 tested, 0.64% active;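 active = inhibition above the screen-wide mean plus 3 SD, cut at about 13% in these data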;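 also: signal is the Cy5 over europium emission ratio at 671 and 618 nm; 0% = plate median of compound wells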
# HTRA1 inhibitor = HTRA1 serine protease inhibitors, primary screen, biochemical, fluorescence polarization, HTS | AID 504803, 2011 | 340,000 tested, 0.5% active | recombinant HTRA1, FP-rhodamine activity-based probe | Q92743 | inhibition, % at 5.96 µM; in the data active = inhibition above about 36%;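 also: 0% = enzyme with DMSO and 100% = wells lacking enzyme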
# PG9 Ab binder = binders of HIV-1 gp120 antibody PG9, primary screen, biochemical, TR-FRET; TR-FRET gp120-PG9 antibody binding; inhibition, % at 6.7 µM; 360,000 tested, 0.43% active; in the data active = inhibition above about 8.5%
# MBD2 inh = inhibitors of MBD2 binding to methylated DNA, primary screen, biochemical, TR-FRET, DNA-binding domain, human; MBD2 binding to methylated oligonucleotide; AID 686964, 2013; 370,000 tested, 0.31% active; inhibition, % at 4.4 µM; in the data active = inhibition above about 13%
# NR1D1 modulator = modulators of Rev-erb alpha DNA binding, primary screen, biochemical, FITC-DNA, fluorescence polarization, uHTS; activity, % at 10 µM; Nuclear receptor subfamily 1 group D member 1 (Homo sapiens), P20393; Rev-erbα–FITC-DNA binding, 90 min; 370,000 tested, 0.79% active;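 active = activity above about 14%, limit read from the data; passing the limit was not always enough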;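 also: 0% = DMSO wells with 35 nM protein and 100% = DMSO wells with 750 nM protein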
# PRMT1 FP inh = PRMT1 methyltransferase inhibitors, primary screen, biochemical, fluorescence polarization. AID 652257, 2013. inhibition, % at 2.79 µM. recombinant PRMT1, activity-based probe fluorescence polarization. 370,000 tested, 1.3% active. Protein arginine N-methyltransferase 1 (Homo sapiens), Q99873;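 active = inhibition above about 21% made by adding two undisclosed values, limit read from the data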
# rCAG binder = binders of r(CAG) RNA repeats, primary screen, biochemical, fluorescence; 370,000 tested, 1.3% active; AID 651821, 2012; r(CAG) RNA repeat, TO-PRO-1 dye displacement fluorescence; inhibition, % at 3 µM;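 active = inhibition above the plate cutoff, the mean of all test compounds on that plate plus 3 SD, cut at about 35% in these data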;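 also: 0% = DMSO alone and 100% = 100 µM mitoxantrone as full dye displacement; higher means more dye released from RNA so lower well fluorescence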
# TCR-CD3 inh = inhibitors of human TCR-CD3 interaction, primary screen, biochemical, fluorescence, TAMRA-labeled TCR probe | T-cell receptor (TCR) | inhibition, % at 9.4 µM | 360,000 tested, 0.37% active | AID 651800, 2012; in the data active = inhibition above about 19%;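 also: recombinant mutant TCR 2C K166C tagged with TAMRA read by polarization; 0% = receptor in buffer alone and 100% = receptor with positive control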
# ABHD4 inh = ABHD4 inhibitors, primary screen, biochemical, fluorescence polarization, mouse | 370,000 tested, 0.54% active | (Lyso)-N-acylphosphatidylethanolamine lipase (Mus musculus), Q8VD66 | inhibition, % at 8.92 µM | purified mABHD4, FP-Rh probe fluorescence polarization;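 active = inhibition exceeding the mean over every tested compound plus 3 SD, cut at about 30% in these data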;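 also: 0% = plate median of compound wells and 100% = S159A mutant with DMSO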
#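 Test system: mABHD4 protein; Read-out basis: % inhibition; Incubation: 45 min + 60 min at 25 °C; Repeats: single replicate; Technique: fluorescence polarization with parallel and perpendicular emission, 525/598 nm; Compound: 8.92 µM, single dose; Benchmarks: full inhibition S159A mutant plus DMSO, zero as sample-well median.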
# * = called active by the depositor; · = not tested or not shown. Not all compounds are listed. The share of hits here may be higher or lower than overall.
SMILES,UHRF1 MBD2 ctr,LEDGF integ inh,HTRA1 inhibitor,PG9 Ab binder,MBD2 inh,NR1D1 modulator,PRMT1 FP inh,rCAG binder,TCR-CD3 inh,ABHD4 inh
Cc1onc(-c2c(F)cccc2Cl)c1C(=O)N1CCN(S(C)(=O)=O)CC1,2,0,5,0.3,0,2,-3,-4,10,4
CC(=O)c1nn(-c2ccc(Cl)cc2)c(=O)[nH]c1=O,-1,2,-12,1.6,-3,-3,-2,5,3,-2
Cc1ccc(C)c(S(=O)(=O)N2CCN(C(=O)c3cc(-c4cccs4)nn3-c3ccccc3)CC2)c1,5,-1,-4,-1.4,3,3,-2,-10,-4,-7
O=C(CCN1C(=O)/C(=C/c2ccccc2Cl)SC1=S)NC1=NCCS1,-12,1,-8,-4.4,-1,-3,8,2,11,3
CC12CC3CC(C)(C1)CC(CN1CCOCC1)(C3)C2,2,-3,0,-0.3,2,2,1,-5,-1,1
CCOc1cc(/C=N\NC(=O)Cc2ccccc2)ccc1OCC(=O)Nc1ccc(C)c(C)c1,7,4,-4,0.3,3,4,1,1,-4,-5
O=C(Nc1ccc(N2CCN(C(=O)c3ccc(Cl)cc3)CC2)cc1)c1ccc([N+](=O)[O-])o1,-2,3,-12,-1.4,4,-2,1,-2,2,1
COc1ccc(NC(=S)N2CCCC(CO)C2)c(OC)c1 (stereo not drawn),-2,-1,4,0.9,-4,-4,2,0,-3,-2
COC(=O)[C@H](CC(C)C)NC(=O)NC1CCCc2ccccc21 (stereo partly drawn),0,-2,0,1.2,-5,-3,-1,-1,3,3
CC1CCc2nn(CC(=O)NC3CCCC3)cc2C1 (stereo not drawn),2,0,-5,-0.1,2,4,-4,-1,3,4
C[C@H]1CN([C@@H](C)CO)C(=O)CCCn2nncc2CO[C@@H]1CN(C)C(=O)Nc1ccc2c(c1)OCO2,2,-1,-1,-0.5,-1,0,11,3,-12,3
Cc1nnc2ccc(-c3cccc(NS(C)(=O)=O)c3)nn12,-3,3,4,0.2,-8,-3,-1,-1,2,3
CCN(CC)c1ccc(CNc2nc3ccccc3n2C)cc1,5,-10,5,-1.4,3,-5,2,-1,-6,0
Cc1ccc2nc(-c3ccncc3)cc(-c3ccccc3)c2c1,-4,4,-49,-0.9,2,2,-2,5,3,-15
COc1ccccc1NC(=O)c1ccc(NC(=O)CSc2nncn2C)cc1,1,-3,-2,-2.5,0,-1,-3,-3,3,-4
COc1ccc(CN2CCCCC2c2cccnc2)c(OC)c1C (stereo not drawn),1,2,1,1.0,-2,-9,0,-9,-1,3
CCOC(=O)Cn1c(=N)n(CCOc2ccc(F)cc2)c2ccccc21,-1,6,4,-0.5,-2,-8,-4,5,0,-7
CC(C)c1ccccc1-n1c(SCc2cc(=O)oc3ccc4ccccc4c23)nnc1-c1cccnc1,0,0,-73,-0.1,1,-5,3,7,10,-4
CCn1c2ccccc2c(=O)c2ccccc21,-2,-3,-6,1.9,-4,1,2,-1,3,6
COc1ccc(CN(C(=O)c2ccc(CN3CCOCC3)o2)C(C(=O)NCC2CCCO2)c2ccc(F)cc2)cc1 (stereo not drawn),1,-1,10,0.1,5,-7,2,-12,-2,-3
COc1ccc2nc(NC(=O)c3ccccc3-c3ccccc3C(=O)O)sc2c1,0,6,6,0.3,-6,5,-4,1,4,-1
O=C(O)CC1(CC(=O)Nc2ccccc2Br)CCCC1,5,-3,6,-1.9,3,-1,1,-3,-4,7
COc1ccc(OCC(=O)N2N=C(C)CC2(O)C(F)(F)F)cc1 (stereo not drawn),1,1,6,0.7,-1,-1,1,-4,-6,3
CCC(=O)N1CCc2cc(OC)c(OC)cc2C1COc1ccc(OC)cc1 (stereo not drawn),1,-6,3,-0.9,0,1,5,-7,-3,-2
CN(CCC1CCOCC1)Cc1cn[nH]c1-c1ccc(-c2ccccc2)cc1,0,2,-4,0.3,-2,0,-4,-7,2,-3

# Remaining list, next part
SMILES,UHRF1 MBD2 ctr,LEDGF integ inh,HTRA1 inhibitor,PG9 Ab binder,MBD2 inh,NR1D1 modulator,PRMT1 FP inh,rCAG binder,TCR-CD3 inh,ABHD4 inh
Cc1cccc(C)c1NC(=O)CN(C)CC(=O)Nc1ccccc1Oc1ccccc1,0,1,-2,0.1,-5,1,0,-7,-2,-3
Cc1ccc(CNC(=O)C2CCCN(S(=O)(=O)c3c(C)n[nH]c3C)C2)cc1 (stereo not drawn),2,-4,-6,-2.5,4,-6,2,-5,1,0
CCOC(=O)N1CCN(S(=O)(=O)c2cc(Cl)ccc2Cl)CC1,-2,4,-7,0.5,-1,12,-1,-9,-4,-2
Cc1ccc(CNC(=O)CCS(=O)(=O)Cc2ccc(C)cc2)cc1,-4,2,0,-0.2,5,-1,-1,-6,2,2
Cc1ccc(-c2nc3sc4c(c3c(=O)n2N)CC(C)(C)OC4)cc1,2,2,6,0.0,1,15,1,-3,-2,3
COc1ccccc1NC(=O)C1=C(C)NC2=C(C(=O)CC(c3ccc(OC)c(OC)c3)C2)C1c1coc2ccccc2c1=O (stereo not drawn),-1,-3,-30,-2.6,0,-6,0,10,10,-10
CCc1cccc(CN2CCC(CNC(=O)Nc3ccc(Cl)cc3)CC2)c1,2,-5,-4,0.0,-1,5,0,-6,-2,1
Cc1ccc(NC(=O)/C=C/c2cccs2)c([N+](=O)[O-])c1,2,4,0,0.8,6,0,3,4,-10,-2
COc1ccc2nc(N(CCN(C)C)C(=O)c3ccc4c(c3)OCCO4)sc2c1,0,-2,-4,0.1,4,-3,3,-8,0,0
CC1CC1C(=O)N1CCN(S(=O)(=O)c2cc(C(F)(F)F)cc(C(F)(F)F)c2)CC1 (stereo not drawn),0,6,-2,-1.4,-8,2,-4,10,7,-27
COCCSc1nc(N)c(NC(=O)c2ccco2)c(=O)[nH]1,1,1,-3,-0.9,-2,-5,0,3,-7,-15
COc1ccccc1NC(=O)CCn1c(=O)sc2ccccc21,12,1,-4,-2.1,0,3,-3,-2,8,-11
Cc1cc(C)cc(N2C(=O)CC(Sc3nnnn3-c3ccccc3)C2=O)c1 (stereo not drawn),-4,-3,-5,1.4,-7,3,56*,4,0,3
CCCNC(=O)C1(C)CCCN(Cc2cccs2)C1 (stereo not drawn),1,-2,·,0.5,2,4,1,-1,-7,2
CCOc1ccc2[nH]c(=O)c(C(c3nnnn3Cc3ccco3)N3CCCC(C)C3)cc2c1 (stereo not drawn),-2,2,11,-0.6,-4,-6,1,0,1,-9
Cc1ccc(OCc2nc3ccccc3n2C(C(=O)NC(C)(C)C)c2ccncc2)cc1 (stereo not drawn),0,-3,·,-2.8,3,1,5,0,-4,7
CCC(=O)OC1(C)C(=O)C2=COC(c3ccc(OC)cc3)=CC2=C(Br)C1=O (stereo not drawn),18,12,33,-2.8,3,-2,12,16,3,24
CCOC(=O)c1cnc(-n2cc(C)cn2)nc1Nc1ccccc1OC,5,6,5,1.9,10,-2,1,1,-7,-15
CCn1c2ccccc2c2cc(NC(=O)c3ccco3)ccc21,0,-7,-2,-2.7,-1,·,-1,11,5,-1
CCN(CC)S(=O)(=O)c1ccc(/C=C/C(=O)Nc2ccc(F)cc2F)cc1,-1,-2,-21,-4.1,1,-4,0,2,2,-11
Cc1ccc(C(=O)c2cccc(N)c2)cc1C,-2,-1,6,-2.6,-2,-3,-1,-4,8,-8
Cc1[nH]c2ccccc2c1C(=O)CN1CCN(C/C=C/c2ccccc2)CC1,-1,3,-8,-1.2,-5,-1,-3,6,5,-1
CC(C)=N/N=C1\NC(=O)C(C)S1 (stereo not drawn),2,5,-4,-2.4,1,3,-2,5,2,3
COCCN(C(=O)CSc1n[nH]c(-c2ccccc2)n1)c1c(N)n(CC(C)C)c(=O)[nH]c1=O,1,0,-1,-1.9,1,7,-1,1,5,1
Cc1ccc2nc(NCc3ccco3)c(C=NCc3ccco3)c(=O)n2c1,6,-6,-7,1.9,-2,2,1,-1,-4,9

# No new results follow: entries from further up.
SMILES,UHRF1 MBD2 ctr,LEDGF integ inh,HTRA1 inhibitor,PG9 Ab binder,MBD2 inh,NR1D1 modulator,PRMT1 FP inh,rCAG binder,TCR-CD3 inh,ABHD4 inh
Cc1cccc(C)c1NC(=O)CN(C)CC(=O)Nc1ccccc1Oc1ccccc1,0,1,-2,0.1,-5,1,0,-7,-2,-3
Cc1ccc(CNC(=O)C2CCCN(S(=O)(=O)c3c(C)n[nH]c3C)C2)cc1 (stereo not drawn),2,-4,-6,-2.5,4,-6,2,-5,1,0
CCOC(=O)N1CCN(S(=O)(=O)c2cc(Cl)ccc2Cl)CC1,-2,4,-7,0.5,-1,12,-1,-9,-4,-2
Cc1ccc(CNC(=O)CCS(=O)(=O)Cc2ccc(C)cc2)cc1,-4,2,0,-0.2,5,-1,-1,-6,2,2
Cc1ccc(-c2nc3sc4c(c3c(=O)n2N)CC(C)(C)OC4)cc1,2,2,6,0.0,1,15,1,-3,-2,3
COc1ccccc1NC(=O)C1=C(C)NC2=C(C(=O)CC(c3ccc(OC)c(OC)c3)C2)C1c1coc2ccccc2c1=O (stereo not drawn),-1,-3,-30,-2.6,0,-6,0,10,10,-10
CCc1cccc(CN2CCC(CNC(=O)Nc3ccc(Cl)cc3)CC2)c1,2,-5,-4,0.0,-1,5,0,-6,-2,1
Cc1ccc(NC(=O)/C=C/c2cccs2)c([N+](=O)[O-])c1,2,4,0,0.8,6,0,3,4,-10,-2
COc1ccc2nc(N(CCN(C)C)C(=O)c3ccc4c(c3)OCCO4)sc2c1,0,-2,-4,0.1,4,-3,3,-8,0,0
CC1CC1C(=O)N1CCN(S(=O)(=O)c2cc(C(F)(F)F)cc(C(F)(F)F)c2)CC1 (stereo not drawn),0,6,-2,-1.4,-8,2,-4,10,7,-27
COCCSc1nc(N)c(NC(=O)c2ccco2)c(=O)[nH]1,1,1,-3,-0.9,-2,-5,0,3,-7,-15
COc1ccccc1NC(=O)CCn1c(=O)sc2ccccc21,12,1,-4,-2.1,0,3,-3,-2,8,-11
Cc1cc(C)cc(N2C(=O)CC(Sc3nnnn3-c3ccccc3)C2=O)c1 (stereo not drawn),-4,-3,-5,1.4,-7,3,56*,4,0,3
